ADAM10 inh: inhibits human ADAM10 | recombinant ADAM10, EDANS/DABCYL FRET peptide cleavage, 3 h | O14672 | 0.62% of 370,000 active | inhibition, % at 7 µM;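 active = inhibition above a per-campaign cutoff equal to the mean of compounds falling between control-based bounds plus 3 SD, cut at about 20% in these data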;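 note: 0% = DMSO wells while the 100% control is not disclosed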
Target sequence (O14672 214-748 limits assumed): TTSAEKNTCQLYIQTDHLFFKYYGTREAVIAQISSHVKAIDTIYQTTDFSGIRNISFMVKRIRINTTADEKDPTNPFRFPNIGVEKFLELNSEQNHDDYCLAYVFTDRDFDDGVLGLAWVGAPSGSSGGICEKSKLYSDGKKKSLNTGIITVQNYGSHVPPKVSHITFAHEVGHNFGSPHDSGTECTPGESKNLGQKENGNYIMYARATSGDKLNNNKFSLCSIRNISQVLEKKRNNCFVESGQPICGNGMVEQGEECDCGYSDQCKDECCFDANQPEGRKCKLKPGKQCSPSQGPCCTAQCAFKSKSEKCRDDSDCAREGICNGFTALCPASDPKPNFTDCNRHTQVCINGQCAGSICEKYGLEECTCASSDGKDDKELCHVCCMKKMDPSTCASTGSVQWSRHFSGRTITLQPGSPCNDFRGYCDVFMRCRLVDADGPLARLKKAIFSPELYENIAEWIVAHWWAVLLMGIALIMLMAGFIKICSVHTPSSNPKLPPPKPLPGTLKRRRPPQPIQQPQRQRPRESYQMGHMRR
DAX1 inh-1: NR0B1 (DAX1) inhibition. AID 504766. 0.99% of 340,000 active. P51843. inhibition, % at 6.75 µM. HEK293 Gal4-DAX1 luciferase reporter, luminescence;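 active = inhibition above the mean over all tested compounds plus 3 SD, cut at about 4.2% in these data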;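 note: 0% = DAX1-transfected cells with DMSO and 100% = empty-vector control cells with DMSO; inhibition shows as a rise in luminescence from relieved DAX1 repression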
Target sequence (P51843 207-470 limits assumed): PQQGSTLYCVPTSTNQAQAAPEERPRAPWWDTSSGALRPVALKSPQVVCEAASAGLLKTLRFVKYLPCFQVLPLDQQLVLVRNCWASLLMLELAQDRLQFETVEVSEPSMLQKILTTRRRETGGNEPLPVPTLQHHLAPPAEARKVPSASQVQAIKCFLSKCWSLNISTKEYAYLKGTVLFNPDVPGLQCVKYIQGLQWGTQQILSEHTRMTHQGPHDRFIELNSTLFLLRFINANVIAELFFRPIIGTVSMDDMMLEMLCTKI
DAX1 inh-2: DAX1 (NR0B1) inhibition, primary screen | HEK293T StAR-luciferase reporter, SF-1/DAX-1 repression relief | inhibition, % at 6.8 µM | 1.1% of 370,000 active | AID 652010;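 active = inhibition above the mean over all tested compounds plus 3 SD, cut at about 3.6% in these data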;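 note: 0% = DAX-1 cells with DMSO and 100% = cells lacking DAX-1 with DMSO; higher inhibition means more luminescence from relief of DAX-1 repression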
hcDAF12 agonist: activates DAF-12 receptor from parasite H. contortus; 1.4% of 370,000 active; HEK293 hcDAF-12 lit1-tk-luc reporter, luminescence; 0% DMSO, 100% Δ7-dafachronic acid; activation, % at 6.8 µM;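 active = activation above the mean of all tested compounds plus 3 SD, cut at about 5.5% in these data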;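 note: 100% = response to 3 µM Δ7-dafachronic acid high control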
FXN GAA850 act: increases GAA850 frataxin promoter reporter activity | HEK293 lucGAA850 FXN promoter luciferase reporter, 24 h; percent of 10 µM SAHA response | activation, % at 6 µM | 0.56% of 360,000 active | AID 540364;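 active = activation above the average of all compounds screened plus 3 SD, cutoff fixed separately per campaign, cut at about 7.5% in these data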;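 note: 0% = DMSO wells and 100% = 10 µM SAHA wells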
ADAM17 inh: ADAM17 inhibition, QFRET primary screen; P78536; recombinant ADAM17, EDANS/DABCYL FRET peptide cleavage; inhibition, % at 6.95 µM; 0.83% of 370,000 active; AID 720648;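 active = inhibition above the mean of compounds lying between control limits plus 3 SD, set per campaign, cut at about 8.5% in these data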;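 note: 0% = DMSO-only wells as the low control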
PG9 Ab binder: PG9 antibody binding by small molecule; TR-FRET gp120-PG9 antibody binding; inhibition, % at 6.7 µM; 0.43% of 360,000 active; AID 624416; in the data active = inhibition above about 8.5%
SMARCA2 act: SMARCA2 function activation, primary screen. MG213 cells, MMTV-luciferase reporter, dexamethasone, overnight. activation, % at 9.1 µM. 1% of 370,000 active. AID 652017; in the data active = activation above about 7.8%;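 note: 0% = vehicle wells and 100% = reference activator wells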
NPR1 activator: GC-A (human) enzyme activation. AID 1671463. HEK293 GC-A cells, cGMP TR-FRET, EC30 ANP; 0% at EC30 ANP, 100% saturating ANP. P16066. activation, % at 10 µM. 0.14% of 370,000 active; in the data active = activation above about 40%
ssDAF12 agonist: activates DAF-12 receptor from parasite S. stercoralis; 1% of 370,000 active; activation, % at 6.8 µM; HEK293 ssDAF-12/GRIP1 lit1-tk-luc reporter, luminescence; % of 3 µM dafachronic acid response;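 active = activation above the mean over all tested compounds plus 3 SD, cut at about 0.9% in these data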;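 note: 0% = DMSO-only wells and 100% = 3 µM delta7-dafachronic acid wells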
hgDAF12 agonist: hgDAF-12 agonism, primary luciferase screen | HEK293 GAL4-hgDAF12 UAS-luciferase reporter, agonist luminescence; normalized to butyrate control | activation, % at 6.8 µM | 1.8% of 370,000 active | AID 687014;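 active = activation above a cutoff set at the mean of all screened compounds plus 3 SD, cut at about 10% in these data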;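 note: 0% = DMSO wells and 100% = sodium butyrate wells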
* hit, by the source's call; nt = no result given.

1	CCCCCCCCCn1cc(C(C)=O)c(=O)[nH]c1=O
2	O=C(CSc1nc(-c2ccccc2F)nc2nc[nH]c12)Nc1c(Cl)cc(Cl)cc1Cl
3	COc1ccc(C2CC(=O)C(c3ccc(C)cc3)=CN2Cc2ccccc2)cc1 (stereo not given)
4	CN(C)c1ccc(/C=N/N=C/c2ccccc2O)cc1
5	FC(F)(F)c1ccccc1Nc1nccs1
6	Cc1ccc(N2C(=O)c3ccccc3C2Nc2cccnc2)nc1 (stereo not given)
7	Cc1ccc(S(=O)(=O)NCCNc2ccc(Br)c(C)c2)cc1
8	CC1CCN(S(=O)(=O)c2ccc(NC(=O)CN3CCCC(C)C3)cc2)CC1 (stereo not given)
entry no.	1	2	3	4	5	6	7	8
ADAM10 inh	-16.7	-4.5	-9.1	-7.4	6.5	-20.5	-2.1	0.9
DAX1 inh-1	-0.6	nt	nt	3.7	1.7	1.1	0.0	1.4
DAX1 inh-2	0.3	0.1	-0.6	2.7	-0.7	-0.3	-0.7	-1.0
hcDAF12 agonist	-1.1	-0.8	-2.7	3.7	-1.4	1.8	-1.2	-0.5
FXN GAA850 act	-0.1	nt	nt	-0.2	-2.1	-1.0	-0.1	-0.5
ADAM17 inh	-6.0	2.0	-0.8	-2.1	0.2	-4.5	-0.4	-1.7
PG9 Ab binder	-0.8	-0.4	-0.9	-1.1	-1.2	1.4	-2.0	-2.1
SMARCA2 act	-4.6	-0.5	-4.1	5.7	1.9	-2.2	-3.6	0.7
NPR1 activator	-1.9	-10.2	3.0	24.4	-3.5	-3.7	1.7	1.9
ssDAF12 agonist	-0.3	-0.9	-1.0	1.9*	-1.3	-1.3	-0.9	-1.8
hgDAF12 agonist	2.5	-1.6	2.7	15.6*	0.5	9.2	-2.3	0.2

9	CC(=O)Oc1ccc(-c2cc3ccccc3oc2=O)cc1
10	COc1ccc(/C=C(\C#N)C(=O)OCC(=O)NCc2ccccc2Cl)cc1
11	CCc1cc(C(=O)NCC(c2cccs2)N2CCOCC2)sc1C (stereo not given)
12	COc1ccc(CNC(=O)C2CCN(C(=O)c3ccc(-c4ccccc4)cc3)CC2)cc1
13	CCNc1nc(NCC)nc(Nn2cnnc2)n1
14	Cc1ccc(S(=O)(=O)CCC(=O)OCCOc2ccc(Br)cc2)cc1
15	COc1ccc(Cc2nc3ccc(C(=O)N4CCCC4)cc3o2)cc1OC
16	Cc1cc(C)c(NC(=O)CS(=O)CC(=O)NCC2CCCO2)c(C)c1 (stereo not given)
entry no.	9	10	11	12	13	14	15	16
ADAM10 inh	-220.6	-12.9	-1.1	13.5	2.7	-2.1	2.0	-10.1
DAX1 inh-1	1.6	0.4	-1.4	-1.4	0.0	1.3	-0.9	-1.0
DAX1 inh-2	0.4	-0.1	0.9	-0.7	-0.8	1.6	-0.8	1.6
hcDAF12 agonist	-0.1	-0.3	-1.0	-0.1	-1.0	0.4	-0.8	3.9
FXN GAA850 act	2.2	0.2	-3.0	4.4	-1.4	-0.5	0.0	0.0
ADAM17 inh	-86.0	-4.0	0.7	2.3	2.4	2.4	-4.1	-4.7
PG9 Ab binder	0.7	3.3	-0.6	-0.8	-0.3	-2.8	2.6	1.6
SMARCA2 act	1.4	-4.2	-0.5	0.0	-2.5	-1.5	-1.5	0.6
NPR1 activator	8.5	0.7	-1.0	0.9	-0.1	0.9	3.0	-5.7
ssDAF12 agonist	-0.2	-1.2	-0.7	-1.1	-1.7	0.5	-1.1	0.0
hgDAF12 agonist	6.3	4.4	-1.4	-0.8	-2.1	-0.2	-1.1	0.6

17	N#CC1=C(N)NC(SCc2ccccc2)=C(C#N)C12CCCCC2
18	CCN(CC)S(=O)(=O)c1ccc(C)c(NC(=S)N2CCN(c3ccccn3)CC2)c1
19	Cc1nn(-c2cccc(Cl)c2)nc1C(=O)O
20	C=CCSC1=N/C(=C\c2ccc(C)o2)C(=O)S1
21	O=C(NCCc1ccccc1)C(=O)NCC1OCCN1S(=O)(=O)c1cccs1 (stereo not given)
22	N#CCC(=O)Nc1ccc(C(=O)OCC(=O)NC2CCCc3ccccc32)cc1 (stereo not given)
23	O=C(NCCSc1ncc(-c2ccc(F)cc2)[nH]1)c1ccc2c(c1)OCO2
24	Cn1c(=O)[nH]c(=O)c2c1nc(NCCO)n2CCOc1ccccc1
entry no.	17	18	19	20	21	22	23	24
ADAM10 inh	4.8	6.5	2.5	0.4	-0.5	2.1	-3.5	-1.9
DAX1 inh-1	-1.4	-1.0	1.0	0.3	0.2	-0.6	-0.3	-0.1
DAX1 inh-2	-1.1	-0.7	0.5	-0.2	1.0	1.8	-1.1	-0.6
hcDAF12 agonist	-1.9	-3.0	0.1	2.1	-0.5	-0.5	-0.8	0.7
FXN GAA850 act	1.2	-0.9	-1.6	1.6	0.8	0.8	-0.8	-0.3
ADAM17 inh	-1.1	3.2	-4.1	0.8	2.0	-0.4	-3.7	-0.6
PG9 Ab binder	0.6	-1.4	-0.8	0.9	-0.1	-1.2	1.1	0.9
SMARCA2 act	-2.9	0.3	-1.4	1.0	0.7	4.3	0.8	-1.3
NPR1 activator	-2.2	-2.1	-1.3	0.8	1.1	0.8	-4.4	4.2
ssDAF12 agonist	-1.5	-1.4	-2.1	-0.3	-1.1	-0.7	-1.2	-0.8
hgDAF12 agonist	-1.3	-1.6	-0.7	-0.1	2.3	-0.2	-2.5	0.8

25	O=C1COc2ccc(C(=O)CSc3nnc(Cc4ccccc4)o3)cc2N1
26	COc1ccc2ccccc2c1CNc1nnnn1C
27	COc1cc(Sc2ccc(C)cc2)c(OC)cc1N
28	CC(NC(=O)C1CCC1)c1ccc2c(c1)OCO2 (stereo not given)
29	COc1ccc(C(=O)c2cn[nH]c2-c2ccc(C)cc2O)cc1
30	CCOc1ccc(N2CC(C(=O)NCc3ccc(F)cc3)CC2=O)cc1 (stereo not given)
31	COC(=O)c1ccc(N)c(CS(=O)(=O)c2ccc(Cl)cc2)c1
32	CN(C)C1(CNCC(O)c2ccccc2)CCCCC1 (stereo not given)
entry no.	25	26	27	28	29	30	31	32
ADAM10 inh	4.8	-7.8	29.7*	5.8	2.1	-1.4	1.9	3.2
DAX1 inh-1	-1.2	1.9	-0.5	-0.7	-0.4	-0.9	1.1	-1.5
DAX1 inh-2	-0.3	1.0	0.1	-0.2	-0.2	2.2	-0.6	0.4
hcDAF12 agonist	0.2	0.3	1.0	-2.1	-2.1	0.7	-1.3	3.3
FXN GAA850 act	0.2	1.2	-4.3	7.2	-0.1	2.7	-0.7	2.4
ADAM17 inh	-8.7	-1.5	-1.0	0.6	-1.2	-0.8	0.8	1.3
PG9 Ab binder	5.7	0.5	0.8	1.3	-0.1	0.1	-0.2	-0.6
SMARCA2 act	-0.8	-2.9	-0.7	0.4	1.0	-2.3	-0.2	-1.2
NPR1 activator	0.5	-1.1	3.9	1.2	2.4	0.5	-2.4	1.0
ssDAF12 agonist	-0.9	-1.3	-1.4	-1.8	-1.2	-1.8	-1.6	-1.4
hgDAF12 agonist	1.5	-2.5	1.9	2.8	-0.4	2.5	-1.8	2.1

33	Cc1ccc(O)c(-c2cc(C(=O)Nc3ccc(S(=O)(=O)N4CC(C)OC(C)C4)cc3)[nH]n2)c1 (stereo not given)
34	O=S(=O)(c1cccc2ccccc12)N1CCC2CC1c1cc(-c3ccc4c(c3)OCO4)ccc12 (stereo not given)
35	Cc1ccc(C(=O)Nc2cccc(C(F)(F)F)c2)cc1NC(=O)c1[nH]cnc1C(N)=O
36	CN1CCN(NC(=O)c2ccc(Cl)cc2Cl)CC1
37	Cc1nnc(SCC(=O)N(C)C2CCS(=O)(=O)C2)n1Cc1ccccc1 (stereo not given)
38	CCOC(=O)c1[nH]c2ccc(OC)cc2c1NC(=O)c1nonc1C
39	CC(C)=CCC/C(C)=C/C(=O)O
40	Cc1c(N/C(=N/S(=O)(=O)c2ccc(F)cc2)c2ccccc2)c(=O)n(-c2ccccc2)n1C
41	COc1ccc(NC(=O)Nc2ncn(Cc3cccc(C(F)(F)F)c3)n2)cc1OC
42	CC(CC(=O)NCC1CCCO1)c1ccccc1 (stereo not given)
entry no.	33	34	35	36	37	38	39	40	41	42
ADAM10 inh	16.5	1.5	-3.1	-5.1	-3.9	7.5	-14.0	-6.8	3.4	-6.2
DAX1 inh-1	-1.8	nt	-1.0	1.5	1.7	0.0	3.5	0.0	-0.9	-0.5
DAX1 inh-2	-1.3	1.2	-0.2	0.5	-0.4	-0.1	0.7	0.2	-0.8	0.5
hcDAF12 agonist	-3.0	0.4	-1.8	0.0	-2.0	-1.1	0.2	0.6	-1.1	-1.2
FXN GAA850 act	0.3	nt	6.7	2.4	-1.5	2.0	0.2	-2.0	2.2	-0.5
ADAM17 inh	9.2*	3.4	-2.8	0.9	-4.0	1.6	0.6	-2.1	-1.0	-4.2
PG9 Ab binder	0.6	-1.7	-0.6	-2.0	-0.2	0.5	-0.1	0.8	-2.0	1.1
SMARCA2 act	-4.5	0.8	3.0	1.2	-5.6	1.1	-0.2	-1.6	-3.3	-3.1
NPR1 activator	-6.6	1.5	0.6	2.8	-1.8	-1.9	4.2	1.1	0.7	1.4
ssDAF12 agonist	-1.3	-0.7	-1.6	-1.2	-1.8	-1.1	-1.7	-1.5	-1.1	-1.4
hgDAF12 agonist	-3.3	-0.5	1.6	2.8	6.4	0.2	2.5	0.1	-5.5	-2.2

Shown with values under each structure: seven of the compounds above
Every second line gives: ADAM10 inh | DAX1 inh-1 | DAX1 inh-2 | hcDAF12 agonist | FXN GAA850 act | ADAM17 inh | PG9 Ab binder | SMARCA2 act | NPR1 activator | ssDAF12 agonist | hgDAF12 agonist
33	Cc1ccc(O)c(-c2cc(C(=O)Nc3ccc(S(=O)(=O)N4CC(C)OC(C)C4)cc3)[nH]n2)c1 (stereo not given)
    16.5 | -1.8 | -1.3 | -3.0 | 0.3 | 9.2* | 0.6 | -4.5 | -6.6 | -1.3 | -3.3
34	O=S(=O)(c1cccc2ccccc12)N1CCC2CC1c1cc(-c3ccc4c(c3)OCO4)ccc12 (stereo not given)
    1.5 | nt | 1.2 | 0.4 | nt | 3.4 | -1.7 | 0.8 | 1.5 | -0.7 | -0.5
35	Cc1ccc(C(=O)Nc2cccc(C(F)(F)F)c2)cc1NC(=O)c1[nH]cnc1C(N)=O
    -3.1 | -1.0 | -0.2 | -1.8 | 6.7 | -2.8 | -0.6 | 3.0 | 0.6 | -1.6 | 1.6
36	CN1CCN(NC(=O)c2ccc(Cl)cc2Cl)CC1
    -5.1 | 1.5 | 0.5 | 0.0 | 2.4 | 0.9 | -2.0 | 1.2 | 2.8 | -1.2 | 2.8
37	Cc1nnc(SCC(=O)N(C)C2CCS(=O)(=O)C2)n1Cc1ccccc1 (stereo not given)
    -3.9 | 1.7 | -0.4 | -2.0 | -1.5 | -4.0 | -0.2 | -5.6 | -1.8 | -1.8 | 6.4
38	CCOC(=O)c1[nH]c2ccc(OC)cc2c1NC(=O)c1nonc1C
    7.5 | 0.0 | -0.1 | -1.1 | 2.0 | 1.6 | 0.5 | 1.1 | -1.9 | -1.1 | 0.2
39	CC(C)=CCC/C(C)=C/C(=O)O
    -14.0 | 3.5 | 0.7 | 0.2 | 0.2 | 0.6 | -0.1 | -0.2 | 4.2 | -1.7 | 2.5

Screening data from PubChem.
